GASC1 inh = inhibitors of human demethylase GASC-1 KDM4C; inhibition, % at 12.5 µM; Q9H3R0; AID 720574; GST-KDM4C 2-372, H3K9me3 peptide, LANCE TR-FRET; 96,000 compounds, 0.15% hits;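 active = mean replicate inhibition above about 25%, with at least 55% of replicates also reaching it, limit read from the data, passing the limit was not always enough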
Target sequence (Q9H3R0 2-372 limits assumed): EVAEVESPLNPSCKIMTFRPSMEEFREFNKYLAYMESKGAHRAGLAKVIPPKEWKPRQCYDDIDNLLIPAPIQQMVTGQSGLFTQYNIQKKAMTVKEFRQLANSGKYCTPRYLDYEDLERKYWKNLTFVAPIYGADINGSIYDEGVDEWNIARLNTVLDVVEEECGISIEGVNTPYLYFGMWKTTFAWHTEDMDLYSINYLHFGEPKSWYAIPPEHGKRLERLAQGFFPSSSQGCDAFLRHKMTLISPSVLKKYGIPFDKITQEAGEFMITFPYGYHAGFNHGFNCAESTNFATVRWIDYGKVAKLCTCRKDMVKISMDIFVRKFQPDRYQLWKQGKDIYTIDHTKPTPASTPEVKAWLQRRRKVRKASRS
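Test system – GST-tagged GASC-1 (JMJD2C) catalytic fragment, aa 2-372 · Medium – HEPES buffer, pH 7.5, plus ascorbate · Reagent – H3K9me3 peptide with Fe(II)/2OG · Compound – one test concentration per compound · Timing – 30 min reaction, 60 min detection, RT · Technique – TR-FRET with Eu antibody and ULight streptavidin, EDTA stop · Read-out basis – inhibition from TR-FRET ratio decrease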
T cruzi growth = inhibitors of T. cruzi proliferation; T. cruzi beta-gal in NIH3T3, GalScreen luminescence, 90 h; inhibition, % at 8.34 µM; 77,000 compounds, 5.9% hits;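 active = mean inhibition above about 93%, with at least 55% of replicates each passing it, limit read from the data, passing the limit was not always enough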
Pf Dd2 inh = inhibitors of Plasmodium falciparum Dd2 growth; P. falciparum Dd2 growth, SYBR Green, 72 h; stronger effect = lower value; activity change, % at 10 µM; 94,000 compounds, 2.3% hits; in the data active = activity change below about -80%
C diff HTS = C. difficile growth inhibition. 86,000 compounds, 0.25% hits. Clostridium difficile clinical isolate growth, OD600, 24 h; stronger effect = lower value. growth activity, negative = inhibition, % at 16 µg/mL (by protocol);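 active = mean growth activity at or below -80% and every replicate also at or below -80%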;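 note: 0% = DMSO wells and -100% = levofloxacin 16 µg/mL wells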
An asterisk follows results filed as active; . = not tested or not shown; & = joins results of further samples.

cpd	canonical_smiles	Pf Dd2 inh	C diff HTS	T cruzi growth	GASC1 inh
1	Cc1cccc(-c2ccc([C@@H]3[C@@H](CO)N4C(=O)CN(C(=O)c5ccccc5)C[C@@H]34)cc2)c1	-46	-3	.	-0.8
2	C[C@@H]1CN([C@H](C)CO)S(=O)(=O)c2ccc(C#CCN(C)C)cc2O[C@@H]1CN(C)Cc1ccc(F)cc1	-66	3	-5	4.0
3	CO[C@@H]1CN(C)C(=O)c2cc(NS(=O)(=O)CC(F)(F)F)ccc2OC[C@@H](C)NC[C@@H]1C	4	.	16	-0.4
4	O=C(CC1CC1)N[C@H]1C[C@@H]2O[C@H](CO)CC[C@@H]2O[C@@H]1CCc1ccc(C#Cc2ccccc2)cc1	-75	76	.	.
5	C/C=C/c1ccc2c(c1)O[C@H](CN(C)Cc1ccccc1)[C@@H](C)CN([C@H](C)CO)S2(=O)=O	-26	7	86	0.8
6	Cc1ccc(S(=O)(=O)N(C)C[C@H]2OCCCC[C@H](C)Oc3ccc(NS(=O)(=O)c4c(C)noc4C)cc3C(=O)N([C@H](C)CO)C[C@H]2C)cc1	-50	-2	19	0.0
7	COc1ccc(-c2ccc3c(c2)O[C@H](CN(C)C)[C@H](C)CN([C@H](C)CO)S3(=O)=O)cc1	9	-2	13	8.3
8	C[C@@H]1CN([C@@H](C)CO)C(=O)c2cccc(NC(=O)Nc3ccccc3)c2O[C@@H]1CN(C)S(=O)(=O)c1ccc(Cl)cc1	-31	4	48	-1.2
9	CO[C@H](CN(C)C(=O)c1ccc2c(c1)OCO2)[C@H](C)CN([C@@H](C)CO)S(=O)(=O)c1ccc(F)cc1	-2	.	28	-1.7
10	Cc1ccc(S(=O)(=O)Nc2ccc3c(c2)CC(=O)N([C@H](C)CO)C[C@H](C)[C@@H](CN(C)C(=O)Nc2ccc4c(c2)OCO4)O3)cc1	19	-3	-1	0.2
11	C[C@H](NC(=O)[C@H]1[C@H](CO)[C@H]2Cn3c(cccc3=O)[C@@H]1N2Cc1ccccc1)c1ccccc1	-8	0	10	-0.2
12	C[C@@H]1CCCCO[C@H](CN(C)C(=O)c2ccncc2)[C@@H](C)CN([C@@H](C)CO)C(=O)c2cc(N(C)C)ccc2O1	20	-2	48	2.1
13	CN(C)C(=O)C[C@@H]1CC[C@@H]2[C@H](COc3ccc(NC(=O)Nc4cccc(Cl)c4)cc3C(=O)N2C)O1	-14	3	30	0.5
14	CCC(=O)Nc1ccc2c(c1)C(=O)N(C)C[C@@H](OC)[C@H](C)CN(Cc1ccccc1F)[C@@H](C)CO2	-56	.	38	1.2
15	C[C@@H]1CN([C@H](C)CO)C(=O)c2cc(/C=C/c3ccccc3)cnc2O[C@H]1CN(C)C(=O)c1cccc(F)c1	-66	-3	105	-1.0
16	C[C@@H]1CCCCO[C@@H](CN(C)S(=O)(=O)c2ccccc2)[C@H](C)CN([C@@H](C)CO)C(=O)c2cc(NC(=O)CCCN(C)C)ccc2O1	25	0	-19	9.3
17	Cc1ccc(S(=O)(=O)N(C)C[C@@H]2Oc3ccc(NC(=O)CCN4CCOCC4)cc3CC(=O)N([C@@H](C)CO)C[C@@H]2C)cc1	-5	1	39	4.0
18	O=C(CN1CCOCC1)N1CC(=O)N2[C@H](CO)[C@@H](c3ccc(-c4cccc(F)c4)cc3)[C@H]2C1	-21	2	.	0.1
19	O=C(Cc1ccccc1)N1CC[C@H]2[C@H](CO)Nc3ccc(C4=CCCCC4)cc3[C@H]21	-26	-4	.	-2.0
20	O=C(C1CCC1)N1CC2(C1)[C@H](c1ccccc1)[C@H](CO)N2Cc1ccccc1F	-20	-6	.	1.4
21	N#C[C@H]1[C@@H](c2ccccc2)[C@@H](CO)N1C(=O)C1CCCC1	-8	-9	61	1.2
22	CN1CCCCN2[C@H](C1)[C@H](c1ccc(C#CC3(O)CCCC3)cc1)[C@@H]2CO	7	0	63	0.9
23	Cc1ccc(S(=O)(=O)N(C)C[C@H]2OCCCC[C@@H](C)Oc3ccc(NC(=O)Nc4ccc5c(c4)OCO5)cc3C(=O)N([C@@H](C)CO)C[C@H]2C)cc1	-70	.	.	0.0
24	CCNC(=O)[C@H]1[C@H](CO)[C@H]2Cn3c(ccc(C4=CCCCC4)c3=O)[C@H]2N1Cc1ccccc1F	-14	10	52	7.0
25	COc1cccc(NC(=O)N2CC3(C2)[C@H](c2ccccc2)[C@H](CO)N3C(=O)C2CCC2)c1	16	0	.	0.5
26	C[C@@H](NC(=O)[C@@H]1[C@@H](CO)[C@@H]2Cn3c(ccc(-c4cccc(F)c4)c3=O)[C@@H]2N1C)c1ccccc1	-52	-4	.	1.5
27	C[C@H](CO)N1C[C@H](C)[C@@H](CN(C)Cc2cncnc2)Oc2ncc(-c3ccc(F)cc3)cc2C1=O	12	-3	17	1.5
28	C[C@H](CO)N1C[C@H](C)[C@H](CN(C)C(=O)Nc2ccc3c(c2)OCO3)OCCCC[C@H](C)Oc2ccc(NC(=O)Nc3ccccc3)cc2C1=O	9	-6	114*	-0.6
29	C[C@@H]1CN([C@H](C)CO)C(=O)c2cc(NC(=O)Cc3ccccc3)ccc2O[C@@H](C)CCCCO[C@H]1CN(C)C	-16	1	-7	0.5
30	C[C@H]1CN([C@@H](C)CO)C(=O)c2cc(C#Cc3ccncc3)cnc2O[C@@H]1CN(C)C(=O)c1ccccc1F	-20	8	.	-1.4
31	O=C(Nc1ccc(F)cc1)N[C@@H]1C=C[C@H](CC(=O)N2CCCCC2)O[C@H]1CO	10	-1	52	-0.7
32	O=C(C[C@@H]1CC[C@H]2[C@@H](COC[C@H](O)CN2CC2CCOCC2)O1)NCC1CCCCC1	4	-6	51	-0.2
33	COc1ccccc1NC(=O)N1C[C@H](O)COC[C@@H]2O[C@H](CC(=O)NCc3ccccc3)CC[C@H]21	13	0&-1	-122	-2.7
34	CN1C[C@@H]2[C@H](c3ccccc31)[C@H](CO)N2C(=O)Nc1ccc(F)cc1	-1	-8	15	-1.9
35	COc1cccc(S(=O)(=O)N2CC3(CCN(C)CC3)c3c(n(C)c4cc(OC)ccc34)[C@@H]2CO)c1	-54	-5	.	0.8
36	COc1ccc(CN(C)C[C@@H]2Oc3c(NS(C)(=O)=O)cccc3C(=O)N([C@@H](C)CO)C[C@@H]2C)cc1	-13	-1	-23	0.7
37	N#Cc1ccc(-c2ccc([C@@H]3[C@@H](CO)N4C(=O)CN(C(=O)C5CCCCC5)C[C@@H]34)cc2)cc1	-41	49	.	-1.5
38	CCCNC(=O)N1C[C@@H]2[C@H](c3ccccc31)[C@H](CO)N2C(=O)c1ccccc1	5	-6	-8	-0.8
39	COc1ccccc1NC(=O)N[C@H]1CC[C@@H](CCn2cc(-c3cccnc3)nn2)O[C@@H]1CO	-6	.	-15	4.9
40	CCCN(C)C[C@H]1OCc2cnnn2CCCC(=O)N([C@@H](C)CO)C[C@@H]1C	16	.	2	0.3
41	COCCNC(=O)C[C@@H]1C[C@H]2c3cc(NC(=O)c4ccc5c(c4)OCO5)ccc3O[C@H]2[C@H](CO)O1	3	-1	.	4.0
42	C[C@@H](NC(=O)C[C@H]1C=C[C@@H](NC(=O)Nc2ccc3c(c2)OCO3)[C@H](CO)O1)c1ccccc1	8	.	10	-0.3
43	CO[C@@H]1CC[C@H]2CCN(C)C(=O)C[C@@H](c3ccccc3)CN(C)C(=O)c3cccc(C#N)c3OC[C@@H]1O2	.	-7	-13	-0.7
44	O=C(C[C@H]1CC[C@H]2[C@@H](COC[C@H](O)CN2Cc2ccc(Oc3ccccc3)cc2)O1)N1CCOCC1	-25	.	3	3.1
45	C[C@@H]1CN([C@@H](C)CO)C(=O)c2cc(NS(=O)(=O)c3ccc(Cl)cc3)ccc2O[C@H]1CN(C)C(=O)Nc1ccccc1	-11	0	10	-0.2
46	CN1CCN(C(=O)C[C@@H]2CC[C@@H]3[C@H](COC[C@H](O)CN3C(=O)Nc3ccc4c(c3)OCO4)O2)CC1	27	9&-4	0	6.7
47	O=C(CCN1CCCCC1)NCC[C@H]1CC[C@H](NS(=O)(=O)c2cccc(F)c2)[C@@H](CO)O1	11	-4	-34	-0.1
48	O=C(CCN1CCCCC1)N[C@@H]1CC[C@H](CCNS(=O)(=O)c2ccc(Cl)cc2)O[C@@H]1CO	-34	0	-9	-1.0
49	C[C@H](CO)N1C[C@H](C)[C@H](CN(C)C(=O)Nc2ccc(C(F)(F)F)cc2)Oc2ccc(NC(=O)Nc3cccc4ccccc34)cc2C1=O	-83*	1	88	-1.2
50	C[C@H]1CN([C@@H](C)CO)S(=O)(=O)c2ccc(C#CCC3CCCC3)cc2O[C@H]1CN(C)C(=O)CC1CC1	-54	21	122*	6.6

Records above marked active in Pf Dd2 inh.
item	canonical_smiles	Pf Dd2 inh	GASC1 inh
49	C[C@H](CO)N1C[C@H](C)[C@H](CN(C)C(=O)Nc2ccc(C(F)(F)F)cc2)Oc2ccc(NC(=O)Nc3cccc4ccccc34)cc2C1=O	-83*	-1.2

Next part.
cpd	canonical_smiles	Pf Dd2 inh	C diff HTS	T cruzi growth	GASC1 inh
51	COc1ccc(S(=O)(=O)Nc2ccc3c(c2)CC(=O)N([C@H](C)CO)C[C@H](C)[C@@H](CN(C)S(=O)(=O)c2ccc(Cl)cc2)O3)cc1	-32	1	-12	4.4
52	COC(=O)C[C@H]1CC[C@H](NS(=O)(=O)c2ccc(OC)cc2)[C@@H](CO)O1	15	.	-81	0.5
53	C[C@H](CO)N1C[C@H](C)[C@H](CN(C)Cc2ccc(Oc3ccccc3)cc2)Oc2ccc(NC(=O)C3CCCCC3)cc2C1=O	-19	18	76	-0.7
54	CO[C@@H]1CN(C)C(=O)c2cc(NC(=O)C3CCOCC3)ccc2OC[C@@H](C)N(C(=O)c2ccccc2)C[C@@H]1C	.	.	26	1.4
55	COc1ccc(S(=O)(=O)N(C)C[C@@H]2Oc3c(NC(=O)c4nc5ccccc5s4)cccc3C(=O)N([C@H](C)CO)C[C@H]2C)cc1	-58	5	15	-2.2
56	CO[C@H]1CN(C)C(=O)c2ccc(NC(=O)C3CC3)cc2OC[C@@H](C)N(Cc2cc(F)ccc2F)C[C@@H]1C	-51	.	50	1.9
57	O=C(C[C@@H]1C[C@@H]2c3cc(NC(=O)CC4CC4)ccc3O[C@@H]2[C@H](CO)O1)NCc1ccncc1	24	-1	5	-0.5
58	O=C(c1ccncc1)N1C[C@@H]2[C@H](c3ccccc31)[C@H](CO)N2C(=O)CN1CCOCC1	-11	4	21	2.6
59	C[C@H]1CCCCO[C@@H](CN(C)C)[C@@H](C)CN([C@@H](C)CO)C(=O)c2cc(NS(=O)(=O)c3ccc(F)cc3)ccc2O1	.	0	-1	0.0
60	C[C@@H]1CN([C@@H](C)CO)C(=O)c2cccc(NC(=O)CCCCCC(=O)Nc3ccccc3N)c2O[C@H]1CN(C)C(=O)Nc1ccc(C(F)(F)F)cc1	-84*	0	.	-0.8
61	C[C@@H]1CN([C@H](C)CO)C(=O)c2cc(C3=CCCCC3)cnc2O[C@H]1CN(C)Cc1ccccc1F	-22	4	-71	3.7
62	C[C@H]1CCCCO[C@@H](CN(C)Cc2ccc3c(c2)OCO3)[C@@H](C)CN([C@@H](C)CO)C(=O)c2cc(NC(=O)Nc3ccccc3)ccc2O1	-82*	12	94	0.8
63	Cc1noc(C)c1NC(=O)Nc1ccc2c(c1)CC(=O)N([C@H](C)CO)C[C@@H](C)[C@H](CN(C)C(=O)NC1CCCCC1)O2	38	-2	0	-0.2
64	C[C@@H]1CN([C@H](C)CO)C(=O)c2cc(NC(=O)Nc3cccc4ccccc34)ccc2O[C@@H](C)CCCCO[C@H]1CN(C)C(=O)NC1CCCCC1	-67	-6	78	0.2
65	O=C(Cc1ccncc1)NCC[C@@H]1CC[C@@H](NC(=O)Nc2cccc(F)c2)[C@@H](CO)O1	1	-6	-4	0.6
66	COCC(=O)N1CC(=O)N2[C@@H](CO)[C@@H](c3ccc(C#Cc4cccc(OC)c4)cc3)[C@@H]2C1	10	-6	.	1.7
67	O=C(C[C@@H]1CC[C@H]2[C@@H](COC[C@H](O)CN2C(=O)Nc2cccc(Cl)c2)O1)NCCCN1CCOCC1	14	14&-4	-3	-0.8
68	CN1C(=O)c2cc(NC(=O)c3cscn3)ccc2OC[C@H]2O[C@H](CC(=O)N3CCCCC3)CC[C@@H]21	-22	3	26	-1.3

Record cards, from the list above.
Entry for O=C(Cc1ccncc1)NCC[C@@H]1CC[C@@H](NC(=O)Nc2cccc(F)c2)[C@@H](CO)O1 → Pf Dd2 inh = 1; C diff HTS = -6; T cruzi growth = -4; GASC1 inh = 0.6
Entry for COc1ccc(S(=O)(=O)Nc2ccc3c(c2)CC(=O)N([C@H](C)CO)C[C@H](C)[C@@H](CN(C)S(=O)(=O)c2ccc(Cl)cc2)O3)cc1 → Pf Dd2 inh = -32; C diff HTS = 1; T cruzi growth = -12; GASC1 inh = 4.4

Fetched one by one from the list above (two):
cpd	canonical_smiles	Pf Dd2 inh	C diff HTS	T cruzi growth	GASC1 inh
60	C[C@@H]1CN([C@@H](C)CO)C(=O)c2cccc(NC(=O)CCCCCC(=O)Nc3ccccc3N)c2O[C@H]1CN(C)C(=O)Nc1ccc(C(F)(F)F)cc1	-84*	0	.	-0.8
53	C[C@H](CO)N1C[C@H](C)[C@H](CN(C)Cc2ccc(Oc3ccccc3)cc2)Oc2ccc(NC(=O)C3CCCCC3)cc2C1=O	-19	18	76	-0.7

Screening data deposited in PubChem by Broad Institute.
